RMI-FANCM inh – inhibitors of human RMI core complex binding to FANCM MM2 | Fluorescence polarization, RMI core complex with F-MM2 peptide; active compounds read low | FP signal (polarization) at 33 µM | 70,000 tested, 0.58% active | AID 1159607; in the data active = FP signal below about 40; note: inactives centre near 61; strong numbers were not always called active; unit not given here
The depositor's hits bear a star. Some of the compounds tested; rates above refer to the full screens.

nr | compound | RMI-FANCM inh
1 | COc1ccc2oc(-c3csc(NC(=O)c4cc(C)no4)n3)cc2c1 | 54
2 | CCOC(=O)c1sc(NC(=O)c2ccc(N3C(=O)CCC3=O)cc2)c(C#N)c1C | 55
3 | CCOC(=O)c1cc(C)nc(Sc2ccccc2)c1C#N | 53
4 | Cc1ccc(S(=O)(=O)N2CCc3ccc(NC(=O)CC(C)(C)C)cc3C2)cc1 | 73
5 | O=C1CCc2cc(NC(=O)c3cccc(C(F)(F)F)c3)ccc2N1 | 55
6 | CN(C)CCCO[C@@H]1[C@H]2OC(C)(C)O[C@H]2O[C@@H]1[C@H](O)CO | 53
7 | Cc1oc2c(F)c(F)c(F)c(F)c2c1-c1noc(C(C)(C)C)n1 | 50
8 | COc1ccc(/C=C/C(=O)Nc2ccccc2-c2nnc(SC)o2)cc1OC | 64
9 | C/C(=N/O)c1cc([N+](=O)[O-])ccc1O | 52
10 | O=C(CSc1nccn2nc(-c3ccccc3)cc12)Nc1ccc(Oc2ccccc2)cc1 | 94
11 | Cc1cc(C)n(C(=O)CCCN(C)S(=O)(=O)c2ccc3c(c2)C(=O)c2ccccc2C3=O)n1 | 61
12 | C=C1C2(C(N)=O)CCC(C2)C1(C)CBr (stereo unspecified) | 59
13 | COc1ccc(N2CCN(S(=O)(=O)c3ccc(Cl)c(C(F)(F)F)c3)CC2)cc1 | 75
14 | COC(=O)/C(C#N)=C/c1[nH]c(C)cc1C | 57
15 | Cc1ccc(NC(=O)Nc2ccc(Cc3ccc(NC(=O)Nc4ccc(C)c(C)c4)cc3)cc2)cc1C | 85
16 | COc1cc(/C=N/n2c(C)n[nH]c2=S)cc(OC)c1OC | 56
17 | Cc1ccc(OCC(=O)NN)c2c1CCC2 | 58
18 | Cc1cc(Br)ccc1NC(=O)CC1CCCCN1S(=O)(=O)c1cccs1 (stereo unspecified) | 73
19 | O=C1c2ccccc2C(=O)N1N1C(=O)C2C3C=CC(C3)C2C1=O (stereo unspecified) | 62
20 | O=S(=O)(Nc1cccc(C(F)(F)F)c1)c1c(Cl)cccc1Cl | 53
21 | O=C(NCc1ccsc1)c1cccc2ccccc12 | 68
22 | CC(C)C(=O)N1CCc2ccc(NC(=O)Cc3ccc(F)cc3)cc2C1 | 66
23 | COc1ccc(-n2c(=S)[nH]c3cc(C(=O)Nc4ccc(OC)c(Cl)c4)ccc3c2=O)cc1 | 58
24 | COC1(C)CCC2OC2(C)CCC2C1CC2(C)C (stereo unspecified) | 65
25 | CN1CCC(=NOC(=O)Nc2ccc(Cl)cc2)CC1 | 54
26 | CCc1cc2c(=O)c(-c3nc4ccccc4s3)coc2cc1OC(C)=O | 58
27 | O=C(CNc1cc(C(F)(F)F)cc(C(F)(F)F)c1)c1cc2cc(Cl)ccc2o1 | 60
28 | CNC(=O)c1c(NC(=O)C(C)(C)C)sc2c1CCCC2 | 73
29 | Cc1nccn1S(=O)(=O)c1ccc(C(C)C)cc1 | 63
30 | CCOC(=O)N1CCc2nc(NC(=O)c3ccnn3C)sc2C1 | 67

Three records drawn at random from those above, as already listed:
nr | compound | RMI-FANCM inh
9 | C/C(=N/O)c1cc([N+](=O)[O-])ccc1O | 52
18 | Cc1cc(Br)ccc1NC(=O)CC1CCCCN1S(=O)(=O)c1cccs1 (stereo unspecified) | 73
6 | CN(C)CCCO[C@@H]1[C@H]2OC(C)(C)O[C@H]2O[C@@H]1[C@H](O)CO | 53

Returning to the listing, starting four compounds before the break.
nr | compound | RMI-FANCM inh
27 | O=C(CNc1cc(C(F)(F)F)cc(C(F)(F)F)c1)c1cc2cc(Cl)ccc2o1 | 60
28 | CNC(=O)c1c(NC(=O)C(C)(C)C)sc2c1CCCC2 | 73
29 | Cc1nccn1S(=O)(=O)c1ccc(C(C)C)cc1 | 63
30 | CCOC(=O)N1CCc2nc(NC(=O)c3ccnn3C)sc2C1 | 67
31 | O=C(Cc1csc(SCc2ccc(Br)cc2)n1)NCc1ccccn1 | 27*
32 | Cc1ccc(S(=O)(=O)CC(=O)NNc2nc3c(C)ccc(C)c3s2)cc1 | 50
33 | CCn1nc(C)c([N+](=O)[O-])c1C(=O)Sc1ccc(C(F)(F)F)cn1 | 50
34 | Cc1cc(NC(=O)C(=O)NCC(c2cccs2)N(C)C)c2ccccc2n1 (stereo unspecified) | 54
35 | COc1ccc(NC(=O)NC2CC(=O)N(c3ccc(Cl)cc3)C2)c(OC)c1 (stereo unspecified) | 62

Some of these compounds in order of molar mass, lowest first:
nr | compound | RMI-FANCM inh
29 | Cc1nccn1S(=O)(=O)c1ccc(C(C)C)cc1 | 63
30 | CCOC(=O)N1CCc2nc(NC(=O)c3ccnn3C)sc2C1 | 67
33 | CCn1nc(C)c([N+](=O)[O-])c1C(=O)Sc1ccc(C(F)(F)F)cn1 | 50
34 | Cc1cc(NC(=O)C(=O)NCC(c2cccs2)N(C)C)c2ccccc2n1 (stereo unspecified) | 54
35 | COc1ccc(NC(=O)NC2CC(=O)N(c3ccc(Cl)cc3)C2)c(OC)c1 (stereo unspecified) | 62
